TNF death inh: blocks TNF-alpha induced death of Jurkat FADD-/- cells; activation (protection from cell death), % at 10 µM; Jurkat FADD-/- TNF necroptosis rescue, ATP luminescence, 24 h; 0 = TNF only, 100 = no-TNF cells; AID 463075; hit rate 0.068% among 220,000;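 active = activation, meaning protection from cell death, of at least 50% relative to plate controls; inactive = activation below 50%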;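 note: necroptosis triggered by 40 ng/mL TNF-alpha added together with compound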
CHOP inhibitor: CHOP inhibition in unfolded protein response. CHO-K1 CHOP-promoter luciferase, tunicamycin-induced, 15-18 h. inhibition, % at 10 µM. hit rate 3.8% among 220,000. AID 2732;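 active = compounds that reduced the stress-induced luciferase reporter signal by more than about 70% of percent inhibition, limit read from the data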;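 note: 0% = tunicamycin plus vehicle and 100% = wells without tunicamycin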
PPC-1+TRAIL kill: kills PPC-1 cancer cells in the presence of TRAIL | PPC-1 cells + TRAIL, ATPLite viability luminescence | cell killing (% activity), % at 4 µM | hit rate 0.41% among 220,000;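 active = cell killing above 50% in the first pass at 4 µM, then a duplicate retest at 5 µM averaging 50% or more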;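 note: plate controls were cells with TRAIL plus DMSO for no effect and medium-only wells lacking cells for full effect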
TRPML3 agonist: human mucolipin-3 channel agonism; Q8TDD5; HEK293 TRPML3-YFP, Fluo-8 calcium fluorescence; 100% = the carbachol control signal; activation, % at 3 µM; hit rate 0.29% among 220,000;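 active = activation above its plate's cutoff, the mean activation of the plate's test wells plus 3 SD, cut at about 12% in these data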;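 note: 0% = DMSO only wells and 100% = carbachol wells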
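Test system: HEK293 cells stably carrying human TRPML3-YFP; Doses: single dose, 3 µM final nominal compound, 0.3% DMSO final; Schedule: dye loading 1 h 37 °C then 30 min ambient, 125 s read; Technique: Fluo-8 calcium fluorescence; Benchmarks: high control carbachol 87 µM, low control DMSO.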
MDM2 E3 inh: inhibitors of human Mdm2 E3 ubiquitin ligase | Q00987 | cell-based MDM2 ubiquitination luciferase reporter, 2 h; 0 = plate control, 100 = twice control, blank-subtracted | signal enhancement, % at 5 µM | hit rate 0.11% among 210,000 | AID 1230;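 active = signal enhancement of 30% or more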;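 note: luminescence tracks abundance of the self-degrading MDM2-luciferase fusion protein; higher signal means inhibition of MDM2 E3 ligase activity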
Target sequence (Q00987 whole entry, looked up, the tested form may be a part): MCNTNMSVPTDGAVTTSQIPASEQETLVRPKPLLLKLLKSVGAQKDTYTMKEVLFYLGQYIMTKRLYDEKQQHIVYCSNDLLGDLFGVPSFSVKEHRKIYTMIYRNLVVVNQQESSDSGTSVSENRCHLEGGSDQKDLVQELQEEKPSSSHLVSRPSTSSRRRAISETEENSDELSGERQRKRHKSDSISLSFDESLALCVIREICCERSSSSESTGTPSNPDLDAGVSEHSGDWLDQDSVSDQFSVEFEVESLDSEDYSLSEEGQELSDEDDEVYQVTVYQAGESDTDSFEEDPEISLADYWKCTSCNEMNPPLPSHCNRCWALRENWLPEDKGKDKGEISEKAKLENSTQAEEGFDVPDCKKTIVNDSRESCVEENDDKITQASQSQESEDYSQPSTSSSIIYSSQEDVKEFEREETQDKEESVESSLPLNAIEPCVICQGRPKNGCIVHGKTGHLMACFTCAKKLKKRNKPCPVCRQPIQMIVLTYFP
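system = mammalian cells stably expressing self-ubiquitinating, self-degrading MDM2 E3–luciferase fusion | quantity = 2000 cells per well seeded | incubation = 4 h cell settling then 2 h compound exposure, 37 °C | signal = SteadyLite luminescence, 15 min reagent step | benchmarks = plate control and blank wells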
NCF1 inh: blocks human p47phox regulatory protein of NADPH oxidases; hit rate 0.53% among 220,000; inhibition, % at 24.7 µM; AID 1274; p47phox/p22phox peptide binding, fluorescence polarization, 2 h;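 active = inhibition above about 30%, limit read from the data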;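 note: 0% = p47phox with labelled peptide and 100% = labelled peptide alone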
Target sequence (P14598 whole entry, looked up): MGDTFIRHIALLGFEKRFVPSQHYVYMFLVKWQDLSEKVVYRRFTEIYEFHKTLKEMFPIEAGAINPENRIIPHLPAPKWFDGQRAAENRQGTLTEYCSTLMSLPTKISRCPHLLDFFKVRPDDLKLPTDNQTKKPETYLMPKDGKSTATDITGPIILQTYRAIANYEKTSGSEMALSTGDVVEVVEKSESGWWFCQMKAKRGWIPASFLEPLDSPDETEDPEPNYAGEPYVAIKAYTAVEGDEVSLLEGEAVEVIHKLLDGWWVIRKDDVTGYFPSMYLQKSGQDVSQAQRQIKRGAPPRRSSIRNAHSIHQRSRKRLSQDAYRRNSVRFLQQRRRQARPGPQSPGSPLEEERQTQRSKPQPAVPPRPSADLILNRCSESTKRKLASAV
TRPN1 ag: activates the zebrafish TRPN1 channel | HEK293 zebrafish TRPN1-YFP, Fluo-8 calcium fluorescence; 100% = response to 87 µM carbachol | activation, % at 3 µM | hit rate 0.18% among 220,000;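 active = activation above its plate's cutoff, the mean activation of test wells on that plate plus 3 SD, cut at about 19% in these data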;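 note: 0% = DMSO alone and 100% = 87 µM carbachol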
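Material – zebrafish TRPN1-YFP in HEK293 cells · Doses – 3 µM single point · Schedule – dye 1 h 37 °C plus 30 min RT · Signal – Fluo-8 calcium fluorescence, excitation 470-495 nm, emission 515-575 nm · Read-out – % activation versus carbachol response · Control set – carbachol high, DMSO low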
EBV gp42 inh: inhibitors of Epstein-Barr virus glycoprotein 42; Q1HVG2; Fluorescence polarization binding assay, mP read-out; inhibition, % (tested at 21.74 µM); hit rate 0.42% among 220,000; in the data active = inhibition above about 50%
Target sequence (Q1HVG2 whole entry, looked up): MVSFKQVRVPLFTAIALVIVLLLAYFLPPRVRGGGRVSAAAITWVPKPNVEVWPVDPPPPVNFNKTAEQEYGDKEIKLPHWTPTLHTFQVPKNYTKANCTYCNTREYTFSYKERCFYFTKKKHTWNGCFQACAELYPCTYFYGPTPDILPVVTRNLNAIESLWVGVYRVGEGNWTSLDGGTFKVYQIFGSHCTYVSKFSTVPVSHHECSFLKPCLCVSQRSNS
Runt-SMMHC FRET: inhibitors of human RUNX1 Runt domain binding to CBFb-SMMHC. Cerulean-Runt/Venus-CBFb-SMMHC FRET ratio 530/480, 1 h. hit rate 0.74% among 220,000. Q01196+Q13951. inhibition, % at 20 µM;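 active = mean inhibition across duplicate retests at 20 µM reaching about 50%, limit read from the data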;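 note: 0% = DMSO wells and 100% = wells with excess untagged CBFb-SMMHC; inhibitors lower the FRET ratio by blocking Runt binding to CBFb-SMMHC; some results filed as inactive read as strong as hits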
An asterisk follows results filed as active; nt = not tested or not shown.

SMILES | TNF death inh | CHOP inhibitor | PPC-1+TRAIL kill | TRPML3 agonist | MDM2 E3 inh | NCF1 inh | TRPN1 ag | EBV gp42 inh | Runt-SMMHC FRET
O=C(Nc1cccc(C(F)(F)F)c1)c1cc(-c2ccc(F)cc2)on1 | 0.5 | 23 | -5 | 0.7 | 0 | -7 | 0.3 | -16 | -3
CCCN1C(=O)c2cc(C(=O)NCc3ccc(OC)cc3)ccc2C1O (configuration not stated) | -0.8 | 6 | 30 | 0.9 | -17 | -6 | -0.2 | -8 | -1
O=C(NCCCN1CCN(Cc2ccccc2)CC1)C1CCN(S(=O)(=O)N2CCCC2)CC1 | 0.0 | -5 | 10 | 0.1 | -50 | -8 | 1.2 | -17 | -1
CCOc1ccc(NC(=O)c2nccnc2CO)cc1 | -2.1 | 20 | 25 | -0.3 | -4 | -13 | 0.1 | -3 | -3
O=c1c2ccccc2nnn1CSc1ccc2c(c1)OCCO2 | -2.1 | 8 | 6 | 0.9 | -33 | -18 | 0.3 | -6 | 1
COC(=O)NCc1cc2cc(Cl)ccc2[nH]1 | 3.5 | -3 | 41 | 0.1 | -19 | -14 | 0.4 | -5 | -33
C/C(CC(=O)Nc1ccc(C)c(Cl)c1)=N\NC(=O)Cc1ccccc1 | 2.9 | 22 | -1 | -0.4 | -10 | -13 | -1.2 | 5 | 0
Cc1ccc(NC(=O)Cn2sc3nc(C)cc(C)c3c2=O)c(Cl)c1 | -8.0 | -4 | 14 | 2.1 | -7 | 9 | 4.5 | -16 | 51*
COc1ccccc1NC(=O)NCCc1c[nH]c2ccccc12 | -1.3 | 1 | 17 | 0.9 | -8 | -11 | 1.7 | -17 | 0
O=C(C[n+]1cccc(CNC(=O)c2ccc(OC(F)F)cc2)c1)Nc1ccc(F)cc1 | 1.6 | -2 | -9 | -0.6 | -6 | 2 | -1.1 | -20 | 1
COc1cc(/C=N/NC(=O)/C(=C\c2ccc([N+](=O)[O-])cc2)NC(=O)c2ccccc2)cc(OC)c1O | 1.5 | 30 | -11 | 0.3 | -25 | -7 | 0.6 | -19 | 5
O=C(COc1ccc(Cc2ccccc2)cc1)c1ccc(F)cc1 | 0.4 | 17 | -13 | -0.5 | -12 | -17 | -1.3 | 1 | 3

Overlap with the part before: two compounds; new compounds follow.
SMILES | TNF death inh | CHOP inhibitor | PPC-1+TRAIL kill | TRPML3 agonist | MDM2 E3 inh | NCF1 inh | TRPN1 ag | EBV gp42 inh | Runt-SMMHC FRET
COc1cc(/C=N/NC(=O)/C(=C\c2ccc([N+](=O)[O-])cc2)NC(=O)c2ccccc2)cc(OC)c1O | 1.5 | 30 | -11 | 0.3 | -25 | -7 | 0.6 | -19 | 5
O=C(COc1ccc(Cc2ccccc2)cc1)c1ccc(F)cc1 | 0.4 | 17 | -13 | -0.5 | -12 | -17 | -1.3 | 1 | 3
COc1ccc(Cn2c(-c3ccc(OC)cc3)nc3c(c(=O)c4ccccc4n3C)c2=O)cc1 | -2.5 | 29 | 12 | 1.2 | -7 | 0 | -0.2 | -14 | -2
COc1cc(C)nc(NS(=O)(=O)c2ccccc2)n1 | -1.0 | 14 | 10 | 0.2 | -9 | -4 | 0.2 | -12 | -3
CCC(C)NC(=O)CN(c1ccc(OC)cc1)S(=O)(=O)c1ccc(NC(C)=O)cc1 (configuration not stated) | -2.9 | 21 | 30 | 0.3 | 4 | 0 | -0.9 | -18 | 2
c1ccc2c(c1)ncn2CCC1CCCCC1 | -1.0 | 52 | 39 | -0.4 | -12 | -15 | 0.5 | -11 | 0
Cn1nnc(NC(=O)c2cccc([N+](=O)[O-])c2)n1 | 4.9 | 1 | 28 | 0.8 | -6 | -7 | 1.7 | -27 | -4
O=C(N1CCOCC1)N(CCN1CCOCC1)Cc1cccc2ccccc12 | 0.5 | 26 | 2 | 1.0 | -14 | -22 | -0.9 | -8 | 1
O=C(CSc1nnc(-c2ccco2)c(-c2ccco2)n1)c1ccccc1 | -0.6 | -19 | nt | 0.1 | -23 | 4 | -1.2 | -4 | nt
O=C(COC(=O)COc1cccc(Br)c1)Nc1c(Cl)cccc1Cl | 0.5 | 22 | 12 | 0.4 | 8 | -2 | -0.2 | -2 | -1
COc1ccc(C2(C)NC(=O)N(CC(=O)NCCC3=CCCCC3)C2=O)cc1OC (configuration not stated) | -0.3 | 8 | 9 | 0.5 | -10 | -5 | -0.5 | -21 | 2
COc1cc(/C=N/NC(=O)CCN2CCCCC2)ccc1O | 0.4 | -6 | 7 | 1.1 | -13 | -4 | -0.2 | 1 | -4
CN(c1ccccc1)S(=O)(=O)c1ccc(Cl)c(C(=O)Nc2ccc(N3CCOCC3)cc2)c1 | -1.4 | 16 | 6 | 1.4 | -19 | -28 | 1.9 | -2 | 4
COc1ccc(CC(=O)OCC(=O)Nc2cccc(Br)c2)cc1 | 0.9 | 9 | 3 | 0.0 | -6 | -11 | -1.4 | -3 | -1
CCCCC(=O)Nc1ccc2oc(-c3cccnc3)nc2c1 | -0.3 | nt | 15 | 0.4 | -14 | nt | 0.7 | nt | -8
COc1cccc(-n2c(SCC(=O)c3c[nH]c4ccccc34)nc3ccccc3c2=O)c1 | 3.7 | 34 | 19 | 0.7 | -1 | -15 | -1.7 | -41 | -3
C=CCC(C=C)S(=O)(=O)c1ccc(C)cc1 (configuration not stated) | 0.1 | -3 | 5 | -0.5 | -5 | -17 | -1.3 | 10 | -3
CS(=O)(=O)N(CC(=O)NCCSCc1ccco1)c1ccc(Cl)cc1 | 0.2 | 22 | -10 | -0.2 | 4 | 1 | -0.2 | 1 | -1
COc1ccccc1NC(=S)NCc1ccccn1 | 0.6 | -9 | 4 | 0.4 | -3 | -19 | -0.4 | -20 | 0
CCOC(=O)c1ccc(NC(=O)CSc2nnc(COc3ccccc3)n2C)cc1 | 3.7 | 41 | 19 | -0.5 | -17 | 1 | 0.1 | 12 | 4
CC(C)(C)NC(=O)C(=O)NCc1ccccn1 | 0.5 | 29 | 13 | 0.0 | 5 | -2 | 1.5 | -1 | 19
NCC12CC3CC(C1)CC(c1ccc(Cl)cc1)(C3)C2 | 1.4 | 18 | -6 | 2.4 | -10 | -21 | 1.7 | -14 | 3
CC(=O)c1c(C)[nH]c(C(=O)NCCC2=CCCCC2)c1C | -3.0 | 28 | 13 | 0.8 | -16 | -12 | 2.4 | -3 | -2
COc1ccccc1-c1nnc2n1N=C(c1ccc(O)c(O)c1)CS2 | -10 | -34 | -14 | 0.3 | -4 | 8 | -1.0 | -12 | 4
Cc1ccccc1CNS(=O)(=O)c1ccccc1[N+](=O)[O-] | -1.0 | 19 | -15 | 0.1 | -24 | 3 | -2.1 | 3 | 1
Cc1nc(NCc2ccco2)c2c(C)c(C)sc2n1 | -12 | -38 | 8 | 1.7 | -27 | -4 | 5.7 | -1 | 0
CC1CCCCC1NC(=O)CN1CCN(Cc2ccccc2Cl)C1=O (configuration not stated) | 1.4 | 8 | 1 | 0.1 | 1 | 1 | 1.4 | -5 | 0
COc1ccc2cc(C(=O)Nc3c(C)n(C)n(-c4ccccc4)c3=O)sc(=O)c2c1OC | -1.3 | 9 | 2 | 0.4 | -18 | 1 | -0.2 | -6 | -1
Cc1cccc(OCC(=O)Nc2cccc(C(=O)Nc3ccccc3C(=O)O)c2)c1 | 1.1 | 1 | 20 | -0.2 | -12 | -42 | -0.1 | -10 | -5
CCCCN=C1NN=C(c2cccc([N+](=O)[O-])c2)CS1 | 39 | 19 | 21 | 0.0 | -17 | 6 | -1.4 | -5 | 4
CCCCOc1ccc(C(=O)NCCC(=O)NCCCC(=O)OCC)cc1 | 3.4 | 18 | 8 | -0.7 | -72 | -10 | 0.5 | -12 | -2
CC(c1ccccc1)c1nnc(N)s1 (configuration not stated) | 1.0 | -16 | 11 | 0.3 | 6 | -1 | -2.2 | -12 | -4
CN(C(=O)c1cccnc1)c1nnc(-c2cccnc2)s1 | 0.0 | 55 | -23 | 0.6 | 2 | -10 | 1.9 | -15 | -2
CCOC(=O)NC(=O)CSc1nc(C)cc(C)c1C#N | -0.4 | 20 | 37 | 0.5 | -38 | -3 | 0.3 | -32 | 6
O=C(Nc1ccc(Cl)cc1)c1cnc(-c2ccccc2)nc1-c1ccccc1 | -3.1 | 55 | 14 | 0.9 | -1 | -5 | -0.3 | -20 | 3
CC1(C)C(=O)OC(C(=O)c2ccc(C(C)(C)C)cc2)C(C)(C)C1=O (configuration not stated) | 1.0 | 62 | 3 | -0.1 | -15 | -11 | -0.4 | 10 | 0
CCC(C)NC(=O)c1cn(-c2cccc(C)n2)cn1 (configuration not stated) | -2.0 | -14 | -14 | 0.2 | -16 | -1 | 1.8 | -2 | -13
O=[N+]([O-])c1cccc2c(Cl)ccnc12 | 0.0 | 3 | 3 | -0.2 | -12 | -18 | -1.5 | -26 | -2
Cc1ccc(C2(CCNCc3ccco3)CCOC(C(C)C)C2)cc1 (configuration not stated) | 2.1 | 18 | 12 | 0.9 | -8 | -5 | 1.2 | -5 | -2
Cc1c(NC(=O)COc2ncnc3c(Cl)cc(Cl)cc23)c(=O)n(-c2ccccc2)n1C | 2.0 | -23 | -1 | 0.5 | -6 | 6 | 0.3 | -9 | -2
COc1ccccc1C(=O)Nc1onc(C)c1C#N | 0.6 | -5 | -4 | 0.3 | -2 | 2 | 0.0 | 2 | 2
CCC(CC)C(=O)NCCc1ccc(F)cc1 | 0.6 | -5 | 14 | 0.5 | -16 | 4 | -0.5 | 13 | -5
C#CCOCCOCCOCCNc1nc(N2CCN(C(=O)[C@H]([C@@H](C)O)n3cc(CCCCN)nn3)CC2)nc(N2CCN(C(=O)[C@H](Cc3ccc(O)cc3)n3cc(CCO)nn3)CC2)n1 | 2.8 | -5 | -2 | 0.6 | nt | -2 | -0.7 | -18 | -9
Cc1ccc(NCc2nnc(SCC(=O)NCc3ccco3)n2CC2CCCO2)cc1Cl (configuration not stated) | 0.5 | 7 | 11 | -0.1 | -3 | -3 | 0.0 | 3 | 1
CCN(c1ccccc1)S(=O)(=O)c1ccc(NC(=S)NC(=O)c2ccc(Br)o2)cc1 | -12 | -2 | 3 | 0.9 | 11 | -8 | 0.5 | -10 | 6
CCN1CCN(c2nc(Nc3ccc(OC)cc3)nc(N)c2[N+](=O)[O-])CC1 | -0.5 | 2 | 19 | 0.0 | -11 | -2 | -0.6 | -11 | 2
CC(C)NC(=O)COc1ccc(/C=N/NS(=O)(=O)c2ccccc2)cc1 | 0.4 | -6 | 18 | 0.5 | 4 | -15 | 0.3 | -16 | 2
CCCc1ccc(C(=O)[C@@H]2[C@@H](C(C)=O)N3c4ccc(F)cc4C=C[C@@H]3[C@@]23C(=O)Nc2ccccc23)cc1 | 0.3 | 72* | 11 | 0.3 | nt | -14 | 0.6 | -12 | -3
Cc1nn(C(=O)c2ccco2)c(C)c1Br | 2.4 | 50 | -12 | 0.8 | -10 | -17 | 0.3 | 0 | 2

High-throughput results from PubChem BioAssay.
